Screening results (PubChem)
Insulin prom inh = TRM-6 insulin promoter activity inhibition. inhibition, % at 2 µM. TRM-6 cells (human fetal islet line), insulin promoter-eGFP reporter, imaging; reporter expression induced with tamoxifen. 130,000 tested, 0.9% active;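 active = inhibition above the mean plus 3 SD, with well images judged a real hit on visual review, cut at about 60% in these data, passing the limit was not always enough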
SDO1 yeast rescue = compounds rescuing growth of sdo1-depleted yeast, bone marrow failure model | z-score at 10 µM | 140,000 tested, 0.21% active | S. cerevisiae sdo1-depleted JHY4D growth rescue, OD600 30 h; hits give high values; pdr5 snq2 efflux-pump mutant strain | AID 817;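 active = z-score above 3 at both the 24 hr and the 30 hr optical density reads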;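 note: z-score against mean and SD of all compound wells on the same plate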
SDO1 yeast rescue Rescue 24 h = also measured in SDO1 yeast rescue; calls as there; z-score; S. cerevisiae sdo1-depleted JHY4D growth rescue, OD600; measured here: growth rescue at 24 h;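 0 is the plate mean of compound wells and units are plate SD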
The depositor's hits bear a star. An excerpt, so the mix of outcomes need not match the whole.

`Cn1c(=O)c2c(nc(OCc3cccnc3)n2Cc2c(F)cccc2Cl)n(C)c1=O` gave Insulin prom inh -114, SDO1 yeast rescue -2 and SDO1 yeast rescue Rescue 24 h -1.6.
CCOc1cc(-c2c(C#N)c(N)nc3c2CCCC3)ccc1O was read as SDO1 yeast rescue -0.12 and SDO1 yeast rescue Rescue 24 h 0.17.
CCOC(=O)c1sc(NCC2CCCO2)nc1C (configuration not stated) was read as Insulin prom inh 25, SDO1 yeast rescue 0.13 and SDO1 yeast rescue Rescue 24 h -0.12.
For O=C(NCc1ccc2c(c1)OCO2)c1ccc2c(c1)N(Cc1c(F)cccc1Cl)C(=O)CS2 the results were Insulin prom inh -45, SDO1 yeast rescue -0.6 and SDO1 yeast rescue Rescue 24 h -0.42.
For Cc1ccc(S(=O)(=O)/C(=C/Cl)NC(=O)c2ccccc2)cc1 the results were Insulin prom inh 38, SDO1 yeast rescue -0.66 and SDO1 yeast rescue Rescue 24 h -1.2.
Cc1ccc2nc(-c3ccccn3)c(NC3CCCC3)n2c1 was read as Insulin prom inh 14.
Screening COc1cccc(C(C)NC(=O)Nc2ccccc2Cl)c1 (configuration not stated) returned Insulin prom inh -47.
Screening CCn1cc(S(=O)(=O)N2CCN(Cc3cccc(Cl)c3)CC2)cn1 returned Insulin prom inh -24.
For Cc1ccccc1Cn1cc(/C=N/n2cnnc2)c2ccccc21 the results were Insulin prom inh 24, SDO1 yeast rescue -2.5 and SDO1 yeast rescue Rescue 24 h -2.5.
C=CCNC(=O)NC(=O)COC(=O)/C(C#N)=C/c1ccc(OC)cc1 was read as Insulin prom inh -40.
CCC(NC(=O)NCCCn1ccnc1)(C(F)(F)F)C(F)(F)F was read as Insulin prom inh 4, SDO1 yeast rescue 0.16 and SDO1 yeast rescue Rescue 24 h -0.52.
For Nc1c(C(=O)NC2CC2)sc2nc3c(c(-c4ccco4)c12)CC/C3=C/c1ccco1 the results were Insulin prom inh -90, SDO1 yeast rescue -0.87 and SDO1 yeast rescue Rescue 24 h -0.24.
For CC(NC(=S)N1CCOCC1)c1ccccc1 (configuration not stated) the results were Insulin prom inh -60, SDO1 yeast rescue 1.3 and SDO1 yeast rescue Rescue 24 h 0.07.
`CCOc1c2ccc(C(=O)NCc3ccc(OC(F)(F)F)cc3)cc2nn1CC` gave SDO1 yeast rescue -0.59 and SDO1 yeast rescue Rescue 24 h -0.21.
Screening Cc1ccc(NC(=O)CCc2ccc(S(=O)(=O)N3CCOCC3)cc2)c(C)c1 returned Insulin prom inh -65, SDO1 yeast rescue -0.35 and SDO1 yeast rescue Rescue 24 h 0.38.
`O=C(CSc1ncnc2c1cnn2CCc1ccccc1)Nc1ccc(F)cc1` gave SDO1 yeast rescue -1.1 and SDO1 yeast rescue Rescue 24 h -0.54.
COC(=O)c1ccc(C(=S)N2CCOCC2)cc1 was read as Insulin prom inh 50, SDO1 yeast rescue 0.63 and SDO1 yeast rescue Rescue 24 h 0.17.
Screening COc1ccccc1CNC(=O)c1nn(-c2ccc(C)cc2)c(=O)c2c1c1ccccc1n2C returned Insulin prom inh -5, SDO1 yeast rescue -1.4 and SDO1 yeast rescue Rescue 24 h -0.62.
Screening Cc1cc(Oc2ccc3ccccc3c2)nc(SCC(=O)c2ccccc2)n1 returned Insulin prom inh 13, SDO1 yeast rescue -0.66 and SDO1 yeast rescue Rescue 24 h -0.64.
`OC1(c2ccc(Br)cc2)CCNCC1` gave Insulin prom inh 26, SDO1 yeast rescue -3.2 and SDO1 yeast rescue Rescue 24 h -2.6.
`CC1Cc2nc(SCC(=O)Nc3nccs3)n(C)c(=O)c2S1` (configuration not stated) gave SDO1 yeast rescue 0.92 and SDO1 yeast rescue Rescue 24 h 1.1.
Screening Cc1cccc(/N=C/c2c(O)cc(C)oc2=O)n1 returned SDO1 yeast rescue 1.1 and SDO1 yeast rescue Rescue 24 h 1.2.
`CCOc1ncccc1C(=O)OCc1cccc([N+](=O)[O-])c1` gave Insulin prom inh 20.
O=C(CN1CCN(c2ccc(Cl)cc2)CC1)c1ccc2c(c1)OCO2 was read as Insulin prom inh 48, SDO1 yeast rescue -1 and SDO1 yeast rescue Rescue 24 h -1.1.

Random excerpt: 2 records from the list
For Cc1ccccc1Cn1cc(/C=N/n2cnnc2)c2ccccc21 the results were Insulin prom inh 24, SDO1 yeast rescue -2.5 and SDO1 yeast rescue Rescue 24 h -2.5.
`Cn1c(=O)c2c(nc(OCc3cccnc3)n2Cc2c(F)cccc2Cl)n(C)c1=O` gave Insulin prom inh -114, SDO1 yeast rescue -2 and SDO1 yeast rescue Rescue 24 h -1.6.

The listing continues:
For COC(=O)C1(C)NC(c2cccs2)C2C(=O)N(c3ccccc3F)C(=O)C21 (configuration not stated) the results were Insulin prom inh 17, SDO1 yeast rescue 1.6 and SDO1 yeast rescue Rescue 24 h 1.9.
`CCC1CCCCN1Cc1ccc(OC)c(C)c1` (configuration not stated) gave Insulin prom inh -68, SDO1 yeast rescue 0.6 and SDO1 yeast rescue Rescue 24 h 0.45.
Cc1c(C(=O)NCC2COc3ccccc3O2)oc2ccc(S(=O)(=O)N3CC(C)CC(C)C3)cc12 (configuration not stated) was read as Insulin prom inh -4, SDO1 yeast rescue 0.43 and SDO1 yeast rescue Rescue 24 h -0.01.
Screening CCn1c(Cc2ccc(OC)cc2)nnc1SCC(=O)N1CCN(c2ccccc2)CC1 returned SDO1 yeast rescue -0.17 and SDO1 yeast rescue Rescue 24 h 0.
For N#CCC(=O)c1sccc1-n1cccc1 the results were Insulin prom inh 7.
O=C(Nn1c(=O)[nH]c2ccccc2c1=O)c1ccco1 was read as SDO1 yeast rescue -0.65 and SDO1 yeast rescue Rescue 24 h -0.57.
CC(C)[C@H](NC(=O)Nc1ccc(S(N)(=O)=O)cc1)C(=O)O was read as SDO1 yeast rescue 0.66 and SDO1 yeast rescue Rescue 24 h 0.64.
`N/C(=N\OC(=O)c1ccc2ccccc2c1)c1cccc([N+](=O)[O-])c1` gave SDO1 yeast rescue -0.71 and SDO1 yeast rescue Rescue 24 h -0.21.
For Cc1nnc(SCC(=O)Nc2ccc(N3CCOCC3)cc2)o1 the results were Insulin prom inh 35, SDO1 yeast rescue -0.44 and SDO1 yeast rescue Rescue 24 h -0.9.
`CCOc1ccc(Cl)cc1S(=O)(=O)n1nnc2ccccc21` gave Insulin prom inh -169, SDO1 yeast rescue -2.2 and SDO1 yeast rescue Rescue 24 h -1.6.
Screening COc1ccc(CNC(=O)c2cccnc2Sc2ccc(Cl)cc2)cc1 returned Insulin prom inh -43, SDO1 yeast rescue -0.74 and SDO1 yeast rescue Rescue 24 h 0.22.
`COC(=O)CNC(=O)CN1c2cccc3cccc(c23)S1(=O)=O` gave Insulin prom inh -125, SDO1 yeast rescue -0.47 and SDO1 yeast rescue Rescue 24 h -0.62.
For COc1ccc(C(=O)NC(CC(C)C)C(=O)O)cc1OC (configuration not stated) the results were Insulin prom inh 34, SDO1 yeast rescue 0.75 and SDO1 yeast rescue Rescue 24 h 1.9.
For COC(=O)CSc1nnc(-c2sc3ccccc3c2Cl)o1 the results were SDO1 yeast rescue 0.26 and SDO1 yeast rescue Rescue 24 h -0.33.
Cn1c(=N)n(CC(O)c2ccccc2)c2ccccc21 (configuration not stated) was read as Insulin prom inh 12, SDO1 yeast rescue 0.63 and SDO1 yeast rescue Rescue 24 h 0.3.
`CCSc1nnc2n(N)c(=O)c3ccccc3n12` gave Insulin prom inh -37, SDO1 yeast rescue 0.71 and SDO1 yeast rescue Rescue 24 h 1.8.
`O=C(COC(=O)c1ccc2ccccc2n1)Nc1ncc(C(F)(F)F)cc1Cl` gave Insulin prom inh 25, SDO1 yeast rescue -0.19 and SDO1 yeast rescue Rescue 24 h -0.56.
`Cc1cc(C)c2cc(C#N)c(N3CCCC3)nc2c1` gave SDO1 yeast rescue -1.4 and SDO1 yeast rescue Rescue 24 h 0.38.
Screening Cc1cccc(OP(=O)(Nc2c(C)n(C)n(-c3ccccc3)c2=O)Oc2cccc(C)c2)c1 returned Insulin prom inh -29, SDO1 yeast rescue 0.23 and SDO1 yeast rescue Rescue 24 h -0.02.
For COCCCn1c(Cc2csc(Nc3ccc(F)cc3)n2)nnc1SCC(N)=O the results were Insulin prom inh -9, SDO1 yeast rescue 0.04 and SDO1 yeast rescue Rescue 24 h -0.69.
Screening Nc1[nH]n(-c2ccccc2)c(=O)c1N=Nc1ccccc1[N+](=O)[O-] returned Insulin prom inh 8, SDO1 yeast rescue -1.4 and SDO1 yeast rescue Rescue 24 h 0.47.
O=C(Nc1ccc(F)cc1)c1ccccc1Oc1ccc(C(F)(F)F)cc1[N+](=O)[O-] was read as Insulin prom inh -22, SDO1 yeast rescue -0.45 and SDO1 yeast rescue Rescue 24 h 0.03.
For COCCn1c(-c2ccc(OC)cc2)nc2ccccc21 the results were Insulin prom inh 27, SDO1 yeast rescue 0.54 and SDO1 yeast rescue Rescue 24 h -1.1.
`CCC(=O)N(CCC(Cc1ccccc1)c1ccc2c(c1)OCO2)Cc1ccccc1F` (configuration not stated) gave Insulin prom inh 38, SDO1 yeast rescue 0.09 and SDO1 yeast rescue Rescue 24 h 0.79.
For O=C(Oc1cc(-c2ccccc2)no1)c1cccc(C(F)(F)F)c1 the results were Insulin prom inh 0, SDO1 yeast rescue 1.2 and SDO1 yeast rescue Rescue 24 h 0.66.
`CCOc1ccc(S(=O)(=O)N/N=C(\C)C2CCCCC2)cc1` gave Insulin prom inh -1, SDO1 yeast rescue 0.4 and SDO1 yeast rescue Rescue 24 h -0.08.
`Cc1ccccc1NS(=O)(=O)c1ccc(OCC(=O)NCc2ccco2)cc1` gave Insulin prom inh -426, SDO1 yeast rescue -0.38 and SDO1 yeast rescue Rescue 24 h -0.35.
Screening O=C(O)CSc1nnc(-c2ccco2)o1 returned SDO1 yeast rescue 1.4 and SDO1 yeast rescue Rescue 24 h 1.8.
O=C(CN1CCCC1)Nc1ccc(-c2nc3cc(NC(=O)CN4CCCC4)ccc3o2)cc1 was read as Insulin prom inh 24, SDO1 yeast rescue 0.69 and SDO1 yeast rescue Rescue 24 h -0.19.
`COP(=O)(/C=C/c1ccccc1)C(O)c1ccc(F)cc1` (configuration not stated) gave Insulin prom inh 38, SDO1 yeast rescue 0.73 and SDO1 yeast rescue Rescue 24 h 0.99.
`CSc1ccccc1NC(=O)CN(C)CC(=O)Nc1cc(C)ccc1C` gave Insulin prom inh -39, SDO1 yeast rescue 0.67 and SDO1 yeast rescue Rescue 24 h 0.89.
Screening CCN1/C(=C2\C(=O)N(C)C(=S)N2C)C=Cc2cc(C)ccc21 returned SDO1 yeast rescue 0.14 and SDO1 yeast rescue Rescue 24 h -0.14.
`CCN1CCN(C(=O)c2cn(CC)c3ccc(S(=O)(=O)N(C)C)cc3c2=O)CC1` gave SDO1 yeast rescue 0.15 and SDO1 yeast rescue Rescue 24 h -0.12.
Screening CCOC(=O)C(/C(N)=N/C(=O)Nc1ccccc1)=C(\C)O returned Insulin prom inh -9, SDO1 yeast rescue 4.4 and SDO1 yeast rescue Rescue 24 h 3.
Screening CCC(/C=N/NC(=O)CCCCC(=O)N/N=C/C(CC)CC)CC returned Insulin prom inh -8, SDO1 yeast rescue 0.95 and SDO1 yeast rescue Rescue 24 h 0.56.
Cc1c(C(=O)N2CCCCCC2)nnn1-c1nonc1N was read as Insulin prom inh -8, SDO1 yeast rescue -0.11 and SDO1 yeast rescue Rescue 24 h -1.1.
For COc1ccc(-c2c(C)sc(NC(=O)c3ccnn3C)c2C#N)cc1 the results were Insulin prom inh 27, SDO1 yeast rescue 1.7 and SDO1 yeast rescue Rescue 24 h 4.
`CCOC(=O)c1c(C)c(C(=O)NC2CCCCC2)c(C)n1CC` gave SDO1 yeast rescue -0.14 and SDO1 yeast rescue Rescue 24 h -0.01.
Screening COc1ccc2cc3cc(C(=O)NCc4ccco4)oc3nc2c1 returned Insulin prom inh 0, SDO1 yeast rescue -0.82 and SDO1 yeast rescue Rescue 24 h -0.6.
`C/C(N)=C(/C#N)C(=O)CSc1nc2ccccc2c(=O)n1-c1ccc(C)cc1` gave Insulin prom inh -20, SDO1 yeast rescue 0.02 and SDO1 yeast rescue Rescue 24 h 0.15.
O=C(NCc1n[nH]c(=S)n1-c1ccccc1)c1ccco1 was read as Insulin prom inh 0, SDO1 yeast rescue 1.5 and SDO1 yeast rescue Rescue 24 h 1.5.
`Cc1cc(=O)oc(C)c1C(=O)Nc1cnc2ccccc2c1` gave Insulin prom inh -31, SDO1 yeast rescue 0.5 and SDO1 yeast rescue Rescue 24 h 0.88.
Screening COc1ccc(C)cc1NC(=O)C(C)N(c1ccc(C)cc1)S(C)(=O)=O (configuration not stated) returned Insulin prom inh 3, SDO1 yeast rescue 0.49 and SDO1 yeast rescue Rescue 24 h 0.7.
Screening O=C(NNc1ccc(C2CCCCC2)cc1)C(O)(c1ccccc1)c1cccs1 (configuration not stated) returned Insulin prom inh -6, SDO1 yeast rescue -1.5 and SDO1 yeast rescue Rescue 24 h -0.87.
For CC(=O)Nc1cc(-c2ccccc2)ccc1O the results were SDO1 yeast rescue 1.2 and SDO1 yeast rescue Rescue 24 h 0.85.

Compounds from the list above with a nitro group on carbon (4):
`CCOc1ncccc1C(=O)OCc1cccc([N+](=O)[O-])c1` gave Insulin prom inh 20.
`N/C(=N\OC(=O)c1ccc2ccccc2c1)c1cccc([N+](=O)[O-])c1` gave SDO1 yeast rescue -0.71 and SDO1 yeast rescue Rescue 24 h -0.21.
Screening Nc1[nH]n(-c2ccccc2)c(=O)c1N=Nc1ccccc1[N+](=O)[O-] returned Insulin prom inh 8, SDO1 yeast rescue -1.4 and SDO1 yeast rescue Rescue 24 h 0.47.
O=C(Nc1ccc(F)cc1)c1ccccc1Oc1ccc(C(F)(F)F)cc1[N+](=O)[O-] was read as Insulin prom inh -22, SDO1 yeast rescue -0.45 and SDO1 yeast rescue Rescue 24 h 0.03.
